# Screening results as filed in PubChem.
# SIRT5 block – inhibitors of human sirtuin-5 desuccinylase; Q9NXA8; Purified SirT5, succinyl-peptide AMC, trypsin-coupled fluorescence; inhibition, % at 15 µM; 330,000 tested, 1.1% active; AID 652115; in the data active = inhibition above about 15%; inconclusive = no clear call, values can overlap the other calls
# Target sequence (Q9NXA8 whole entry, looked up): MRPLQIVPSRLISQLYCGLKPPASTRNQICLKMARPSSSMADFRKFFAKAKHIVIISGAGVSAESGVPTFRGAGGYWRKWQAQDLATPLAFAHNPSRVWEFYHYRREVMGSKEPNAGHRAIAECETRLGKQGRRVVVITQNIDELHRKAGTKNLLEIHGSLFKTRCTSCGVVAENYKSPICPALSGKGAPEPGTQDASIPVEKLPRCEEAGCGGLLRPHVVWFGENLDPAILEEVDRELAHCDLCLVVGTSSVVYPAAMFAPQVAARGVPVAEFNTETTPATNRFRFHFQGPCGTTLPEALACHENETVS
# Casp6 inh – blocks human caspase-6 cleavage activity; purified caspase-6, Z-VEID-R110 cleavage fluorescence; 350,000 tested, 0.53% active; inhibition, % at 12.5 µM; P55212;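 active = mean inhibition across replicates at least about 35%, with every replicate also reaching that limit, limit read from the data; inconclusive = only one of the two criteria met; inactive = neither criterion met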;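 also: 0% = median of neutral control wells and 100% = no fluorescence left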
# Target sequence (P55212 24-179 limits assumed): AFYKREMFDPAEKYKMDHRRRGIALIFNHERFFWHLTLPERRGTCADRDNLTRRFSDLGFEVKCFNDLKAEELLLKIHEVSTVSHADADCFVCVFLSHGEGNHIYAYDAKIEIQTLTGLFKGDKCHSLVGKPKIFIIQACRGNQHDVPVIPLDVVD
# Target sequence (P55212 194-293 limits assumed): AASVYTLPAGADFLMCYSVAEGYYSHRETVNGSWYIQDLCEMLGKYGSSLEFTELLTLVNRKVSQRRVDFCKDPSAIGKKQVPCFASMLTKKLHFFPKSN
# ARNT-TACC3 inh – disrupts binding between human ARNT and TACC3. AlphaScreen His-ARNT PAS-B/GST-TACC3 binding, luminescence; TACC3 fragment carries E629A point mutation. inhibition, % at 9.99 µM. 390,000 tested, 0.66% active. AID 623870;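 active = mean inhibition of replicates at least 50% and at least half of replicates each reaching 50%; inconclusive = half or more replicates reach 50% but mean below 50%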;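 also: 0% = complete ARNT plus TACC3 wells and 100% = ARNT alone without TACC3; many hits fall short of the cut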
# LGR2 antag – blocks bursicon-induced cAMP signaling via Drosophila LGR2 | HEK293 LGR2, CRE-luciferase, bursicon-stimulated, 4 h | inhibition, % at 9.99 µM | 380,000 tested, 0.35% active;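 active = drop in luminescence signal, shown as inhibition above about 50% in the replicate tests, limit read from the data, passing the limit was not always enough; inconclusive = probably only some replicates passing the limit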;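 also: agonist challenge used bursicon conditioned medium at about half maximal strength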
# EWS-Fli inh – inhibitors of EWS/Fli oncoprotein transcriptional activity; inhibition, % at 12.6 µM; AID 651661; A673 NR0B1-luciferase reporter, viability-normalised; 350,000 tested, 0.67% active;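 active = mean inhibition of at least 50% after viability correction, with every replicate also passing that limit; inconclusive = mean reaches 50% but only one of two replicates passes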;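 also: firefly luciferase signal divided by Alamar Blue viability fluorescence both relative to DMSO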
# PAX8 reporter – inhibitors of PAX8 transcriptional activity in RMG-I cells; 360,000 tested, 1.2% active; inhibition, % at 12.6 µM; RMG-I TPO-luciferase reporter, SteadyGlo, 24 h;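 active = mean replicate inhibition at least 60% with every replicate also reaching 60%; inconclusive = only one of the two criteria is met; inactive = mean below 60% and not all replicates reaching 60%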;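 also: luciferase light reporting Pax8 driven TPO promoter activity; plate controls were median of neutral control wells for no effect and mitoxantrone controls for full effect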
# DENV2 CPE rescue – protects cells from dengue virus 2 cytopathic effect; DENV2-infected cells, cytopathic effect rescue, plate reader; CPE inhibition, % at 9.99 µM; 350,000 tested, 1.7% active; in the data active = CPE inhibition above about 20%, passing the limit was not always enough; inconclusive = no clear call, values can overlap the other calls; tested in BHK-21 cells;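 also: 0% = median of neutral control wells and 100% = median of positive control wells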
# Starred values were filed as active, the others as inactive; ? = inconclusive; nt = not tested or not shown; & = joins results of further samples.
canonical_smiles,PAX8 reporter,Casp6 inh,DENV2 CPE rescue,SIRT5 block,LGR2 antag,EWS-Fli inh,ARNT-TACC3 inh
C[C@@H]1CN([C@@H](C)CO)C(=O)Cc2cc(NS(=O)(=O)c3cccs3)ccc2O[C@@H]1CN(C)S(=O)(=O)c1cccs1,18,nt,nt,nt,-1,-2,nt
C[C@@H]1CCCCO[C@H](CN(C)Cc2ccncc2)[C@@H](C)CN([C@H](C)CO)C(=O)c2cc(NS(C)(=O)=O)ccc2O1,2,0,8,1,-9,-1,-9
NC(=O)c1cnn(-c2cccc(Cl)c2)c1N,-2,0,7,-1,3,3,-12
CC(C)(C)[C@@H]1C=C(C(=O)N2CCN(Cc3ccccc3)CC2)O[C@H](OCc2ccc(CO)cc2)C1,1&-2,-1&-1,-7&-4,0,0,13&15,3
O=C(NC1CCC1)[C@H]1[C@H](CO)[C@H]2Cn3c(cccc3=O)[C@H]2N1CC1CCOCC1,nt,0,2,-8,15,-9,-4
Cn1c(-c2nnn(-c3ccc(F)cc3)n2)cc2ccccc21,-172,-2,-8,nt,-45,-17,nt
O=C(O)C[C@@H]1C[C@@H]2c3cc(NC(=O)Cc4ccncc4)ccc3O[C@@H]2[C@H](CO)O1,-18,1,-9,-1,-3,nt,nt
CCc1cccc(NS(=O)(=O)c2ccc3c(c2)NC(=O)C(C)S3)c1 (stereo unspecified),-10,12,0,0,3,nt,-1
COc1ccc(C(=O)COC(=O)CCCN=C2NS(=O)(=O)c3ccccc32)c(OC)c1,-20,5,36*,1,-1,-4,2
O=C(CSc1nc(NS(=O)(=O)c2ccccc2)cc(=O)[nH]1)Nc1cccc(C(F)(F)F)c1,-6,1,0,-4,-3,3,-10
O=C(C(=O)N1CCC(CNS(=O)(=O)c2ccc(F)c(F)c2)CC1)c1cc2ccccc2o1,36,1,-4,nt,-6,20,nt
COc1ccc(-c2oc3c(c2C#CCCCCO)C(OCCO)CC3)cc1 (stereo unspecified),5,33,-6,-1,-14,-7,nt
c1ccc(N2CCN(Cc3cn4ccccc4n3)CC2)cc1,-6,2,?,6,15,6,-1
O=C(CP(=O)(O)CC(=O)c1ccccc1)c1ccccc1,-4,0,1,-3,7,2,4
CC(=O)Oc1ccc2c(=O)c(/C=N/c3cc(=O)[nH]c(=S)[nH]3)coc2c1,-24,10,-8,-2,11,-5,7
CCOC(=O)C1=CN(C(C)C)CCC1=O,-8,0,2,-4,2,5,-2
COC(=O)C[C@H]1CC[C@H]2[C@@H](COc3ccc(NC(=O)Nc4c(C)noc4C)cc3C(=O)N2C)O1,-4,-2,12,-6,4,-6,-1
COc1cccc(-c2ccc3c(c2)O[C@@H](CN(C)C(=O)c2ccccc2F)[C@@H](C)CN([C@H](C)CO)S3(=O)=O)c1,13,-9,0,3,15,8,-4
COC(=O)[C@@]12C[C@@H](CC(=O)NCc3ccc(OC)c(OC)c3)C(=O)N(Cc3ccccc3)C1=CCC(C)(C)C2,-4,4,-4,3,-5,-18,nt
Cc1ccc(/C=N/NC(=O)c2ccc(-n3cnnn3)cc2)cc1,3,-1,32*,-2,-5,-3,3
CSc1ccc(C(O)c2ncc(-c3ccc(F)cc3)[nH]2)cc1 (stereo unspecified),-22,3,-7,-8,-20,-3,nt
Cc1noc(C)c1NC(=O)N(C)C[C@H]1Oc2ncc(C#CC3CC3)cc2C(=O)N([C@@H](C)CO)C[C@@H]1C,-14,-1,?,5,-8,-2,nt
COc1ccc([C@H]2CN(c3ccc(OC)cc3)C(=O)[C@@H]2CC(=O)Nc2ccccc2)cc1,0,2,-4,-4,-14,-7,nt
C=CCn1c(-c2cc(-c3ccccc3)sc2N)n[nH]c1=S,-11,-1,-2,-1,6,2,0
C[C@H](CO)N1C[C@H](C)[C@H](CN(C)Cc2ccc(F)cc2)Oc2ncc(C#CCN(C)C)cc2C1=O,nt,-43,1,-1,18,-17,-6
COc1ccc(CC2(CO)CCN(S(=O)(=O)c3sccc3C)CC2)cc1,-2,3,nt,1,6,-4,1
O=C(Cn1cc([N+](=O)[O-])ccc1=O)NCC(=O)Nc1ccc(F)c(F)c1F,nt,-1,3,4,6,-4,1
C[C@H](CO)N1C[C@H](C)[C@H](CN(C)Cc2ccncc2)Oc2ncc(C#CC3CC3)cc2C1=O,13,-12&-6&-21,?,-2&-2&-2,11&-10,2&1&-1,-6&-4
COc1ccccc1S(=O)(=O)N[C@@H]1C=C[C@@H](CC(=O)N2CCCCC2)O[C@@H]1CO,10,-1,3,-1,-15,4,-9
O=c1[nH]n2c(=O)c3c([nH]c2c1N=Nc1ccccc1)CCC3,2,nt,nt,nt,7,nt,19
CC(C)C#Cc1ccc2c(c1)O[C@@H](CN(C)C(=O)Cc1ccccn1)[C@@H](C)CN([C@@H](C)CO)S2(=O)=O,nt,-5,-12,3,0,3,-1
CC(C)NC(=O)Nc1ccc2c(c1)C(=O)N([C@@H](C)CO)C[C@@H](C)[C@H](CN(C)C(=O)NC(C)C)OCCCC[C@@H](C)O2,7,1,-3,-4,10,nt,-4
O=C(CSc1ccc(Br)cc1)N1CCN(S(=O)(=O)c2ccccc2)CC1,20,-1,18,2,3,5,-2
Cc1cc2c(cc1S(=O)(=O)N1CCN(c3cccc(C(F)(F)F)c3)CC1)OCC(=O)N2,51,18,32*,-2,1,nt,-1
CC(=O)Nc1ccc(C(=O)OCCc2ccccc2)cc1,-210,1,1,-1,-99,-28,3
C[C@@H]1CCCCO[C@@H](CN(C)C(=O)Nc2ccc3c(c2)OCO3)[C@@H](C)CN([C@H](C)CO)C(=O)c2cc(NC(=O)c3ccncc3)ccc2O1,nt,-1,-1,-2,4,-2,-1
CN1CCN(C(=O)c2ccc3c(c2)N(C)C(=O)/C(=C/c2cccc(Cl)c2)S3)CC1,14,-26,-1,-3,5,16,28
Cc1ncc(CO)c2cc(S(=O)(=O)c3ccc(F)cc3)c(=O)oc12,-25,1,5,nt,1,4,nt
C[C@@H]1CN([C@@H](C)CO)C(=O)c2cc(NS(=O)(=O)c3ccccc3)ccc2O[C@@H]1CN(C)C(=O)Nc1ccc(F)cc1,6,0,?,3,9,nt,nt
O=C([C@@H]1[C@@H](CO)[C@@H]2Cn3c(ccc(-c4cccc(F)c4)c3=O)[C@@H]2N1Cc1cocn1)N1CCCCC1,-5,3,-2,-6,6,-5,7
Cc1ccc(S(=O)(=O)Cc2ccc(C(=O)N3CCN(c4ccc(F)cc4)CC3)o2)cc1,52,1,-8,nt,-1,-5,-2
O=C(c1cccc([N+](=O)[O-])c1)N1CCN(c2ccccn2)CC1,2,-3,6,-6,-12,-34,8
Cc1ccc(S(=O)(=O)N2CC[C@@H]3[C@H]2c2cc(-c4ccc(C#N)cc4)ccc2N[C@@H]3CO)cc1,10,nt,24*,nt,-9,2,12
CN(C)Cc1csc(NC(=O)Nc2cccc(C(F)(F)F)c2)n1,-62,-11,-7,-4,4,5,nt
O=C(NCc1ccccc1Cl)c1ccc2nc[nH]c2c1,-7,39*,2,0,nt,-3,18
CCC(=O)N[C@H]1CC[C@@H](CC(=O)NCc2ccccc2F)O[C@H]1CO,-1,-3,1,-1,-22,8,-1
C[C@H](CO)N1C[C@H](C)[C@H](CN(C)S(=O)(=O)c2cccc(C#N)c2)OCc2cn(nn2)CCCC1=O,6,4,12,-6,12,-4,nt
COc1cccc(/C=C/C(=O)NNC(=O)c2ccccc2)c1OC,nt,0,-6,-2,-48,-42,-2
CCCCC(=O)N1C(C)CCC1C (stereo unspecified),-10,1,11,0,11,-6,nt
CN1CC(=O)N(C)c2nc(Br)n(C)c2C1=O,nt,-4,-5,-4,7,-11,-13

# Continued.
canonical_smiles,PAX8 reporter,Casp6 inh,DENV2 CPE rescue,SIRT5 block,LGR2 antag,EWS-Fli inh,ARNT-TACC3 inh
Cc1cccc2c(=O)c(-c3ccc4c(c3)OCO4)c(NC(=O)c3ccco3)oc12,8,5,5,0,14,nt,-4
Cc1sc2ncn(CC(=O)NCC(=O)N3CCN(c4ccccc4F)CC3)c(=O)c2c1C,6,1,-2,-2,3,nt,-3
CC(C)CC1NC(=O)N(CC(=O)Nc2ccc(OCc3ccccc3)cc2)C1=O (stereo unspecified),0,1,-5,-2,12,-1,-1
C[C@H]1CN([C@@H](C)CO)C(=O)c2cc(-c3cccc(F)c3)cnc2O[C@H]1CN(C)C(=O)C1CCCCC1,nt,0,0,-4,-18,-3,7
COc1ccccc1CNC(=O)C[C@@H]1C[C@H]2c3cc(NC(=O)CC4CC4)ccc3O[C@H]2[C@@H](CO)O1,11,nt,5,nt,1,-10,-1
C[C@H](CO)N1C[C@H](C)[C@H](CN(C)C(=O)Nc2ccc(F)cc2)OCCCC[C@H](C)Oc2ccc(NC(=O)CCCN(C)C)cc2C1=O,8,-14,-1,-4,7,0,-1
COC(=O)Cc1ccc(NC(=S)Nc2ccc(N3CCOCC3)cc2)cc1,-11,6,nt,-7,nt,-47,6
CCCC1=Nc2cc(C(=O)NCCCN3CCOCC3)ccc2Sc2ccccc21,10,-2,-3,1,1,2,5
CN1CCN(C(=O)C[C@H]2CC[C@@H]3[C@H](COc4ccc(NC(=O)C5CC5)cc4C(=O)N3C)O2)CC1,-3,7,7,-3,-10,-4,5
C=CCNC(=O)Nc1cc(Cl)ccc1OC,-2,2,-5,-3,-4,6,nt
NC(=O)CN1C(=O)C(=O)N(Cc2ccc(Cl)cc2)C1=O,-10,-2,-2,-2,1,6,1
CC(=O)Nc1ccc(S(=O)(=O)NC2(C(F)(F)F)N=C(c3ccccc3)NC2=O)cc1 (stereo unspecified),nt,2,4,1,4,5,14
Nc1nc(N)c2cc(S(=O)(=O)c3cccc(C(F)(F)F)c3)ccc2n1,29,2,-7,-3,-24,15,nt
COc1ccc(CCNC(=O)C(=O)NCC2OCCN2S(=O)(=O)c2ccc3c(c2)OCCO3)cc1OC (stereo unspecified),14,-1,?,-5,-10,nt,-10
Cc1ccc(C)c(NC(=O)CCC(=O)N/N=C/c2ccc3c(c2)OCO3)c1,-21,-3,2,1,-10,-17,-3
O=C(C1CC1)N1C[C@@H]2[C@H](c3ccccc31)[C@H](CO)N2Cc1ccccc1Cl,9,-4,8,2,1,5,-21
O=C(C[C@H]1C=C[C@@H](NC(=O)c2ccncc2)[C@H](CO)O1)NCC1CCCCC1,nt,-1,-5,-1,13,3,8
NCCc1nnc(SCc2c(F)cccc2Cl)o1,nt,-4,-4,-1,15,5,-7
O=c1c2c(nc3cc(-c4ccc(Cl)cc4)[nH]n13)CCS2,-158,nt,nt,nt,-21,nt,-8
O=C(c1ccc(NS(=O)(=O)c2ccc3c(c2)OCCO3)cc1)N1CCCCC1,-39,2,-7,-7,2,1,-7
C[C@@H]1CCCCO[C@H](CN(C)C(=O)Cc2ccccc2)[C@H](C)CN([C@@H](C)CO)C(=O)c2cc(NS(=O)(=O)c3cccs3)ccc2O1,9,1,-9,7,8,-9,-6
C=C1CCN([C@@H](Cc2ccccc2)C(=O)N2CCOCC2)S(=O)(=O)c2ccccc21,2,-5,7,nt,12,-10,-1
CCN(CCO)c1ccc(NC(=S)Nc2cccc(S(=O)(=O)N(C)C)c2)cc1,-1,8,0,-2,-10,-47,20
O=C(c1ccc2c(c1)OCO2)N1CCCCN2[C@@H](CO)[C@@H](c3ccc(-c4ccccc4)cc3)[C@@H]2C1,17,0,-8,2,11,nt,5
CCCNC(=O)N(C)C[C@@H]1Oc2cc(C#CCN(C)C)ccc2S(=O)(=O)N([C@H](C)CO)C[C@@H]1C,nt,-13,-1,8,-14,-3,6
N#CCCN(C(=O)COC(=O)CCc1c[nH]c2ccccc12)c1ccc(F)cc1,9,-5,3,2,-10,5,4
COc1ccc(-n2nnc3c(=O)n(CC(=O)N4CCCCC4)cnc32)cc1,-19,-2,-5,15*,-5,-5,-6

# Rows were taken by chance; any-hit rate near 4.9%.
